Compound activity deposited in PubChem by several laboratories.
LEDGF integ inh – blocks HIV-1 LEDGF/p75-dependent DNA integration; AID 743269; actives 0.64% (n = 370,000); inhibition, % at 3.7 µM; TR-FRET IN-LEDGF/p75 DNA integration, Eu/Cy5;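 active = inhibition above the screen-wide mean plus 3 SD, cut at about 13% in these data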;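 note: signal is the Cy5 over europium emission ratio at 671 and 618 nm; 0% = plate median of compound wells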
PRMT1 FP inh – PRMT1 (human) inhibition, primary screen. recombinant PRMT1, activity-based probe fluorescence polarization. inhibition, % at 2.79 µM. Q99873. actives 1.3% (n = 370,000);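 active = inhibition above about 21% made by adding two undisclosed values, limit read from the data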
Target sequence (Q99873 whole entry, looked up): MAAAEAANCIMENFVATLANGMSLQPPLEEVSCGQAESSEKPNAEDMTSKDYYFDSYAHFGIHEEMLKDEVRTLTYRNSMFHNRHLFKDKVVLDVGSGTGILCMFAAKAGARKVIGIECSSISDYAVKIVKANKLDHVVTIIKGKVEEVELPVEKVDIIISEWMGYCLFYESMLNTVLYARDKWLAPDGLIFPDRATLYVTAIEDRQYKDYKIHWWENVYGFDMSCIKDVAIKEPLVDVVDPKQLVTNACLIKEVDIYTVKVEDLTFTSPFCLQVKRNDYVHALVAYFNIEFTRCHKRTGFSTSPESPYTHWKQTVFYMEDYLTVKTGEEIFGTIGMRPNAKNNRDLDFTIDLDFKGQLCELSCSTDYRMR
TCR CD3 inh – human TCR-CD3 binding inhibition; TAMRA-labeled TCR probe fluorescence, biochemical; inhibition, % at 9.4 µM; actives 0.37% (n = 360,000); AID 651800; in the data active = inhibition above about 19%;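 note: recombinant mutant TCR 2C K166C tagged with TAMRA read by polarization; 0% = receptor in buffer alone and 100% = receptor with positive control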
SIAE inh – human SIAE inhibition, primary screen. SIAE FP-Rh probe binding, fluorescence polarization. AID 1053197. actives 0.69% (n = 370,000). inhibition, % at 9.66 µM;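 active = inhibition above a cutoff: mean of compounds within the control limits plus 3 SD of those, cut at about 17% in these data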;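 note: 0% = plate median of compound wells and 100% = probe without SIAE protein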
rCAG RNA binder – molecules binding r(CAG) RNA repeats. r(CAG) RNA repeat, TO-PRO-1 dye displacement fluorescence. inhibition, % at 3 µM. actives 1.3% (n = 370,000). AID 651821;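 active = inhibition above the plate cutoff, the mean of all test compounds on that plate plus 3 SD, cut at about 35% in these data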;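 note: 0% = DMSO alone and 100% = 100 µM mitoxantrone as full dye displacement; higher means more dye released from RNA so lower well fluorescence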
TDP2 inh – blocks human TDP2 phosphodiesterase activity; AID 720702; inhibition, % at 12.8 µM; actives 0.34% (n = 370,000); recombinant TDP2, T5PNP hydrolysis, p-nitrophenol absorbance 415 nm;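 active = inhibition above the mean of all tested compounds plus 3 SD, set per campaign, cut at about 25% in these data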;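 note: 0% = DMSO with enzyme and 100% = buffer with substrate but no TDP2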
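Evaluation: % inhibition relative to enzyme-containing and enzyme-free wells. Material: recombinant human TDP2. Benchmarks: enzyme-free and DMSO wells. Timing: enzyme reaction with compound for 2 h at 37 °C. Compound dosing: 12.8 µM only. Measured by: p-Nitrophenol epi absorbance. Reagent: T5PNP substrate at 5 mM, a TopII-DNA adduct mimic. Replication: single well per compound.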
PG9 Ab binder – PG9 antibody binding by small molecule; AID 624416; inhibition, % at 6.7 µM; TR-FRET gp120-PG9 antibody binding; actives 0.43% (n = 360,000); in the data active = inhibition above about 8.5%
Rev-erbA mod – modulates human Rev-erb alpha binding to DNA. actives 0.79% (n = 370,000). P20393. activity, % at 10 µM. Rev-erbα–FITC-DNA binding, fluorescence polarization, 90 min;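 active = activity above about 14%, limit read from the data; passing the limit was not always enough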;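 note: 0% = DMSO wells with 35 nM protein and 100% = DMSO wells with 750 nM protein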
mABHD4 FP – inhibitors of mouse ABHD4; purified mABHD4, FP-Rh probe fluorescence polarization; actives 0.54% (n = 370,000); inhibition, % at 8.92 µM; AID 720543; Q8VD66;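 active = inhibition exceeding the mean over every tested compound plus 3 SD, cut at about 30% in these data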;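 note: 0% = plate median of compound wells and 100% = S159A mutant with DMSO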
Target sequence (Q8VD66 whole entry, looked up): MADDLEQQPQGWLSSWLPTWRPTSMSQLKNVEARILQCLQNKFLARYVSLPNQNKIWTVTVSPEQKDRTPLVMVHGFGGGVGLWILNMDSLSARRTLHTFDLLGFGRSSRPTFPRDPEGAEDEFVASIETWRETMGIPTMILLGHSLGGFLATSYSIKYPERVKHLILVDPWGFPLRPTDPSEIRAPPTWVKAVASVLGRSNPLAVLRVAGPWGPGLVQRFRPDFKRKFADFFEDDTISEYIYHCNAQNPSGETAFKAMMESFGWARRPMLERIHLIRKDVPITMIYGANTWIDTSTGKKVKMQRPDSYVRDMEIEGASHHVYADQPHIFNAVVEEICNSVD
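Doses – 8.92 µM, single dose · Material – wild-type mouse ABHD4 protein · Replication – single well per compound (singlicate) · Measure – percent inhibition of probe binding, normalized to plate controls · Schedule – 45 min compound pre-incubation plus 60 min probe step, 25 °C · Detection – fluorescence polarization with parallel and perpendicular emission, 525/598 nm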
HTRA1 inhibitor – HTRA1 (human) protease inhibition; Q92743; recombinant HTRA1, FP-rhodamine activity-based probe, fluorescence polarization; inhibition, % at 5.96 µM; actives 0.5% (n = 340,000); in the data active = inhibition above about 36%;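 note: 0% = enzyme with DMSO and 100% = wells lacking enzyme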
Starred values were filed as active, the others as inactive; / = not tested or not shown. Only part of the results is shown; count on the stated rates, not on these rows.

SMILES	LEDGF integ inh	PRMT1 FP inh	TCR CD3 inh	SIAE inh	rCAG RNA binder	TDP2 inh	PG9 Ab binder	Rev-erbA mod	mABHD4 FP	HTRA1 inhibitor
CCOc1ccc(N2Cc3ccccc3C2)cc1	0	-1	5	6	10	1	-1.6	-3	9	8
COc1ccc(CCNC(=O)C(=O)NCC2OCCN2S(=O)(=O)c2ccc(Br)cc2)cc1 (configuration not stated)	-9	1	4	1	2	2	-0.8	-5	-2	5
CCOC(=O)C(C)NC(=O)Cn1ncc2c(=O)oc3ccc(C)cc3c21 (configuration not stated)	2	-2	4	3	2	0	0.7	-2	-2	-6
COc1cc(-c2csc(N3CCC(C(N)=O)CC3)n2)cc(OC)c1OC	-2	-2	/	2	/	1	/	-2	8	/
CC(=O)Nc1ccc(N2C(=O)CSC2c2ccc([N+](=O)[O-])cc2)cc1 (configuration not stated)	1	5	7	-1	-2	5	-0.9	-6	-2	3
CCOc1ccc(CN2CCN(CCCn3cccn3)CC2CCO)cc1 (configuration not stated)	2	3	-5	4	-6	-6	0.0	-1	-3	7
CCCOc1ccc(C2C(=O)N(C3CCCCC3)CC(=O)N2CCC)cc1OC (configuration not stated)	-4	-1	-4	2	-9	9	-0.1	-2	4	6
CCOC(=O)C1=C(COC(=O)c2ccccc2OC(F)F)NC(=O)NC1C (configuration not stated)	1	-1	2	1	-6	-2	-0.3	2	3	10
O=C(O)C1=CCC=CC1C(=O)O (configuration not stated)	0	5	-7	2	2	-4	0.4	1	-9	0
O=C(NCc1cccs1)C1C(=O)Nc2ccccc2C(=O)N1Cc1ccccc1 (configuration not stated)	2	7	-5	-3	0	-5	-1.7	8	-14	/
CC(C)OC(=O)c1c(NS(=O)(=O)c2ccccc2)sc2c1CCCC2	0	1	-4	0	35*	-4	1.5	1	5	0
CN(C)S(=O)(=O)c1cccc(-c2csc(N/N=C/c3ccco3)n2)c1	-2	11	6	3	32	8	-0.8	1	14	-4
COc1ccccc1N1CCN(C(=O)CSc2nc(N)cc(=O)[nH]2)CC1	4	0	7	6	1	2	-2.2	-5	2	-2
Clc1cc(Br)ccc1OCCn1ccnc1	1	-2	6	0	-5	10	-1.0	4	13	3
CCCNC(=O)c1cc(C2CCCN(C(=O)C3CC3)C2)on1 (configuration not stated)	3	-3	-2	-3	0	-13	-2.5	-1	-4	/
O=C(CSc1nc2ccccc2c(=O)n1NC(=O)c1ccccc1)c1ccccc1	4	4	2	-12	13	-5	-2.9	6	-13	-10
O=S(=O)(O/N=C1\CCCc2ccccc21)c1ccccc1	-4	3	0	2	0	-10	0.1	10	0	1
COc1ccc(CNC(=O)C[C@H]2C(=O)N(C3CCCCC3)C[C@@H]2Cc2ccccc2)cc1	-1	-1	-4	7	-3	-4	2.0	4	-1	-5
CCC(C)NC(=O)CSc1nnc(-c2ccc(Cl)cc2)n1N (configuration not stated)	-2	4	-7	-6	-3	-4	3.9	-6	-3	-2
Cc1sc2nc(CSCC(=O)N3CC(C)OC(C)C3)[nH]c(=O)c2c1C (configuration not stated)	-2	4	-3	0	-5	-6	0.5	-1	5	-1
Cn1c(-c2ccc(F)cc2)cnc1SCC(=O)Nc1ccccc1	4	-6	-1	1	-8	-7	-1.4	1	-6	-1
CN=C1SC(CC(=O)Nc2ccc(C(=O)O)cc2)C(=O)N1C (configuration not stated)	1	-1	-5	4	-2	9	2.0	14	2	10
CCOC(=O)c1ccc(COC(=O)c2ccc3c(c2)-c2ccccc2C3=O)cc1	-4	2	4	0	3	-1	-2.3	2	3	1
COc1ccccc1N1CCN(C(=O)CCC(=O)Nc2nnc(CC(C)C)s2)CC1	2	-2	-1	6	-10	-6	-2.1	1	4	2
Cc1ccsc1CNn1cnnc1SCc1ccc(Cl)cc1	1	-3	1	2	-6	2	-1.9	3	-2	-7
CCOc1ccc(C(=O)OCC(=O)Nc2cc(S(=O)(=O)N3CCOCC3)ccc2N2CCOCC2)cc1	-1	-3	-2	5	5	6	-1.3	6	-2	12
COc1cccc(OC)c1CN1CCCC(C(=O)c2ccccc2SC)C1 (configuration not stated)	0	-3	2	3	0	2	0.7	8	0	-4
O=C(Nc1ccc2c(c1)Cc1ccccc1-2)NC1CCCCN(Cc2cccc(Cl)c2)C1=O (configuration not stated)	4	-3	/	4	6	5	/	2	-6	/
COc1cc(OC)cc(C(=O)OCC(=O)NC2CCCCCCC2)c1	-2	3	-5	0	-2	3	-1.0	3	2	-7
Cc1ccc(NC(=O)CN2CCN(S(=O)(=O)c3ccc(F)cc3)CC2)cc1C	3	6	-8	2	3	4	2.6	0	-6	-1
O=C(NCc1nnc(SCC(=O)N2CCN(c3ccccc3)CC2)o1)c1ccc(F)cc1	1	3	9	-10	-2	3	-2.0	1	4	1
CCCn1c(N)c(C(=O)CSc2nnc(-c3c[nH]c4ccccc34)n2C2CC2)c(=O)[nH]c1=O	-3	1	-3	-2	4	-7	-0.5	-7	5	-2
CC(=O)NCC(=O)NC(C(=O)Nc1ccc2c(c1)OCCO2)c1ccc(C)cc1 (configuration not stated)	-1	4	-7	5	-4	9	-0.3	-2	8	-3
CN(C(N)=S)c1ccccc1	2	3	-4	0	-2	1	3.0	-8	-2	7
O=C(Cc1ccc(Cl)cc1Cl)OCC(=O)c1ccc[nH]1	0	0	5	-3	2	-1	-2.0	0	-4	11
O=C(CSc1nc(N2CCOCC2)nc(N2CCOCC2)n1)Nc1ccc(Cl)cc1Cl	-2	0	8	0	0	4	1.2	0	0	0
CCCCN(C)C(=O)c1cc2cc3ccc(OC)cc3nc2s1	-4	0	3	4	-7	-6	-0.1	1	0	-84
CCOc1ccc(NC(=O)C(C)Oc2ccc(C#N)cc2)cc1S(=O)(=O)N1CCCC1 (configuration not stated)	0	4	-4	5	1	3	0.6	2	1	-4
CNC(=S)NCc1ccc(Cl)cc1	0	3	4	-3	-1	0	0.1	3	3	-2
CCOc1cc(/C=N/NC(=O)Cn2nc([N+](=O)[O-])cc2C)cc(Br)c1OCc1ccccc1F	-2	-1	0	-11	5	13	-1.7	4	-3	-1
Fc1ccc(C(c2nnnn2C2CCCC2)N2CCN(Cc3ccccc3)CC2)cc1 (configuration not stated)	6	0	-1	2	-8	2	-0.1	-2	10	-3
C[C@]12c3[nH]c4ccccc4c3CCN1C(=O)C(CC(=O)NCCC1=CCCCC1)C[C@@H]2C(=O)N1CCCCC1 (some centres not stated)	3	-1	1	2	3	-1	0.0	-5	1	6
O=C(O)c1ccc(-n2nc(-c3ccccc3)c3ccccc3c2=O)cc1	-1	-3	-1	-2	11	-7	-1.4	0	-1	2
O=[N+]([O-])c1ccccc1S(=O)(=O)N1CCN(Cc2cc3c(cc2O)OCO3)CC1	1	15	6	3	0	7	0.2	-5	6	-7
CCC(c1nnnn1C(C)(C)C)N1CCN(C/C=C/c2ccccc2)CC1 (configuration not stated)	0	4	-9	-3	-1	1	-3.4	-1	0	/
COc1ccc(-c2oc3ncnc(NCCCN(C)C)c3c2-c2ccc(OC)cc2)cc1	2	-1	-5	8	14	-4	1.0	-10	12	13
Clc1ccccc1/C=N/c1cc(-c2ccccc2)nn1-c1ccccc1	-1	-3	-2	-4	-1	3	0.0	-5	-1	-4
CCCCN(CC)CCNC(=O)C1CCN(S(=O)(=O)c2cccc3nsnc23)CC1	0	3	-7	0	-4	4	2.3	-4	0	5
CCOC(=O)c1sc(NC(=O)c2cccc(S(=O)(=O)N3CCN(C)CC3)c2)cc1C	1	2	4	0	10	1	0.5	3	-5	-17
Cc1nc2cc(NC(=O)Nc3ccc(Br)cc3)ccc2o1	1	-2	4	-5	12	-3	-1.2	3	-14	-15
Cn1c(=O)n(C)c2cc(S(=O)(=O)NCc3ccccc3)ccc21	0	-3	2	1	0	-6	0.1	-8	14	-2
CCN1CCc2c(OCC(=O)N3N=C(c4cccs4)CC3c3ccc(F)cc3)cccc2C1=O (configuration not stated)	0	-2	-4	5	1	3	0.5	-4	2	-11
O=C(NNC(=O)c1cccnc1)NC1CCCCC1	-1	-3	7	2	-1	5	0.7	-3	0	3
CCOc1ccc(C(=O)NCc2ccco2)cc1	9	3	3	-6	1	-1	-2.8	-4	-5	7

At a glance, part of the list above.
SMILES	LEDGF integ inh	PRMT1 FP inh	TCR CD3 inh	SIAE inh	rCAG RNA binder	TDP2 inh	PG9 Ab binder	Rev-erbA mod	mABHD4 FP	HTRA1 inhibitor
O=C(O)c1ccc(-n2nc(-c3ccccc3)c3ccccc3c2=O)cc1	-1	-3	-1	-2	11	-7	-1.4	0	-1	2
O=[N+]([O-])c1ccccc1S(=O)(=O)N1CCN(Cc2cc3c(cc2O)OCO3)CC1	1	15	6	3	0	7	0.2	-5	6	-7
CCC(c1nnnn1C(C)(C)C)N1CCN(C/C=C/c2ccccc2)CC1 (configuration not stated)	0	4	-9	-3	-1	1	-3.4	-1	0	/
COc1ccc(-c2oc3ncnc(NCCCN(C)C)c3c2-c2ccc(OC)cc2)cc1	2	-1	-5	8	14	-4	1.0	-10	12	13
Clc1ccccc1/C=N/c1cc(-c2ccccc2)nn1-c1ccccc1	-1	-3	-2	-4	-1	3	0.0	-5	-1	-4
CCCCN(CC)CCNC(=O)C1CCN(S(=O)(=O)c2cccc3nsnc23)CC1	0	3	-7	0	-4	4	2.3	-4	0	5
CCOC(=O)c1sc(NC(=O)c2cccc(S(=O)(=O)N3CCN(C)CC3)c2)cc1C	1	2	4	0	10	1	0.5	3	-5	-17
Cc1nc2cc(NC(=O)Nc3ccc(Br)cc3)ccc2o1	1	-2	4	-5	12	-3	-1.2	3	-14	-15
Cn1c(=O)n(C)c2cc(S(=O)(=O)NCc3ccccc3)ccc21	0	-3	2	1	0	-6	0.1	-8	14	-2
CCN1CCc2c(OCC(=O)N3N=C(c4cccs4)CC3c3ccc(F)cc3)cccc2C1=O (configuration not stated)	0	-2	-4	5	1	3	0.5	-4	2	-11
O=C(NNC(=O)c1cccnc1)NC1CCCCC1	-1	-3	7	2	-1	5	0.7	-3	0	3
CCOc1ccc(C(=O)NCc2ccco2)cc1	9	3	3	-6	1	-1	-2.8	-4	-5	7
